TDP1 cell CPT: growth inhibition of DT40 Tdp1-/-;hTDP1 cells with camptothecin (screen for TDP1 inhibitors); chicken DT40 Tdp1-/-;hTDP1 cells + 20 nM CPT, ATP luminescence, 48 h; Potency, µM (highest dose often 46.2 µM), inactives show at the top dose activity change, negative = growth inhibition, actives largely listed as inhibitors; 420,000 compounds, 12% hits; AID 686979; further: nearly all actives have a fitted effect of over 55% in size
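Chicken DT40 Tdp1-/- cells complemented with human TDP1, 400 cells/well, exposed to compounds plus 20 nM camptothecin for at least 48 h at 37 C; viability read as ATP content by CellTiter-Glo luminescence.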
GCN5L2 inh: inhibitors of human GCN5L2 histone acetyltransferase; Potency, µM (top dose mostly 58.9 µM), without a hit: at the top dose activity change, negative = inhibition, most hits filed as inhibitors; GCN5L2 HAT assay, ThioGlo1 CoA-SH fluorescence; Q92830; 390,000 compounds, 0.21% hits; AID 504327
Target sequence (Q92830 whole entry, looked up): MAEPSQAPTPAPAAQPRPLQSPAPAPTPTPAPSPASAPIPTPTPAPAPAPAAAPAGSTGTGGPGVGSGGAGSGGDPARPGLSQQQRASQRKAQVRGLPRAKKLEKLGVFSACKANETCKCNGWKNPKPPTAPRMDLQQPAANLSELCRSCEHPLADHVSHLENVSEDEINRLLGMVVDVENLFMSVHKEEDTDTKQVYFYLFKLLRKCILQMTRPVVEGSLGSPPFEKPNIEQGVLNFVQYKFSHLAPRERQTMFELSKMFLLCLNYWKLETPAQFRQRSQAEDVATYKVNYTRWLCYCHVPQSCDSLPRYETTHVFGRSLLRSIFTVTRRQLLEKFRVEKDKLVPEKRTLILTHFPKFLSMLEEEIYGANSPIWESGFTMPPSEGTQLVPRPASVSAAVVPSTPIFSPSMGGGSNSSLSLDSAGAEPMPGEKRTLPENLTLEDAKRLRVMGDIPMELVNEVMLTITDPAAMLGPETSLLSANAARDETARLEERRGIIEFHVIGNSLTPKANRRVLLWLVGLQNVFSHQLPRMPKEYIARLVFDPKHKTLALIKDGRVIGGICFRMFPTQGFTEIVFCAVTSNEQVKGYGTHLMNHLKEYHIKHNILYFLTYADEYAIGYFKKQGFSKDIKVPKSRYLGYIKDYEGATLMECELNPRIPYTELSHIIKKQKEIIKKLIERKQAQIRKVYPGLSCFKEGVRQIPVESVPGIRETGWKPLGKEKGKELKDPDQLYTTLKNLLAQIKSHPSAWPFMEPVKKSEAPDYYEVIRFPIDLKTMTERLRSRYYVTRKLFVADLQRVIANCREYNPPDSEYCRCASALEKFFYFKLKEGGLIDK
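GCN5L2 (20nM final) in 50mM HEPES, 0.1mM EDTA pH 7.5, 0.01% Tween-20 was preincubated 15 min at room temperature with compound, then given ThioGlo1 (50uM), H3(1-25) peptide (75uM) and acetyl-CoA (70uM); CoA-thiol fluorescence (Ex340/Em540) was read at 0 and 20 min.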
TDP1 cell noCPT: qHTS for Inhibitors of human tyrosyl-DNA phosphodiesterase 1 (TDP1): qHTS in cells in absence of CPT. Potency, µM (highest dose often 46.2 µM), inactives show top-dose activity change, negative = growth inhibition, hits mostly inhibitors. AID 686978, 2013. 420,000 compounds, 15% hits. DT40 Tdp1-/- hTDP1 cells, no CPT, ATP luminescence, 48 h; further: nearly all actives have a fitted effect of over 55% in size
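Stably hTDP1-transfected Tdp1-null chicken DT40 cells were treated with library compounds minus camptothecin and grown for at least 48 hr at 37 °C, after which cellular ATP was quantified by luminescence.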
Active calls of the source: *; ? = inconclusive; / = no result given; [ ] = remark or other dose. The call rests on the fitted dose curve; in most records, active means well fitted curve in the direction sought with a large enough effect; inconclusive means small, poorly fitted or top-dose-only effect, or another doubt; inactive means no such curve, though single readings can be large; an effect the other way counts as inactive or inconclusive. On the % scale 0 is the no-effect control and ±100 the full control effect; potency means the concentration at half of the fitted maximal effect.

Results follow in this order: TDP1 cell noCPT, TDP1 cell CPT, GCN5L2 inh
- COc1ccc(CNC(=O)CN2N=C(c3ccc(Cl)cc3)CCC2=O)cc1
 : -35%, ?, -5%
- CCOc1ccc(NC(=O)c2ccc3c(c2)CCN3S(C)(=O)=O)cc1
 : -13%, 1%, -14%
- CCc1nnc(NC(=O)CN2C(=O)c3ccccc3C2=O)s1
 : ?, -16%, -5%
- O=C(/C=C/c1cccc([N+](=O)[O-])c1)N1CCN(c2ccc(F)cc2)CC1
 : 2%, 3%, -2%
- CCOC(=O)c1cnc(-n2nc(C)cc2C)nc1NCCO
 : -17%, -12%, -6%
- CN(C)CCn1c(C(=O)O)cc2ccccc21
 : -3%, -4%, -9%
- O=C(CCc1ccccc1)Nc1nc2c(F)cc(F)cc2s1
 : 13µM*, ?, 1%
- CCn1c2ccccc2c2cc(NC(=O)COC(=O)c3cc(S(=O)(=O)N4CCCCC4)ccc3Cl)ccc21
 : ?, -6%, -6%
- CC1=C(C(=O)Nc2cccc([N+](=O)[O-])c2)C2(CCC(C)CC2)OC1=O (centres undefined)
 : -3%, 1%, -2%
- CCOC(=O)C1CCN(CC(O)COCc2ccc3c(c2)OCO3)CC1 (centres undefined)
 : 11%, -10%, -7%
- O=C(NN1CCOCC1)c1c(-c2ccccc2)sc2ccccc12
 : 4%, 0%, 0%
- COc1cccc(/C=C/C(=O)OCC(=O)NCc2ccc(Cl)cc2)c1
 : ?, ?, -6%
- O=C(O)CC(NC(=O)C12CC3CC(CC(C3)C1)C2)c1ccc(OC2CCCC2)cc1 (centres undefined)
 : -9%, 7%, 1%
- COc1ccccc1C1=NOC(C)(c2sc(-c3ccccc3)nc2C)C1 (centres undefined)
 : -1%, 13%, /
- CCc1ccc(C(c2c(C)nn(-c3ccccc3)c2N)c2c(C)nn(-c3ccccc3)c2N)cc1
 : ?, ?, -11%
- O=C(NCCSc1c[nH]c2ccccc12)c1ccc(Cl)cc1
 : ?, ?, -1%
- CCOC(=O)c1c(C)[nH]c(C)c1S(=O)(=O)N1CCN(c2ccc(F)cc2)CC1
 : ?, -14%, -15%
- O=C(Nc1nncs1)c1ccc(S(=O)(=O)c2ccccc2)cc1
 : 1%, 0%, -8%
- Fc1ccc(-c2nc3ccc(Cl)cn3c2Cc2ccsc2)cc1
 : -17%, 8%, /
- Cn1c(SCC(=O)NCCc2ccccc2)nnc1C1CCCCC1
 : ?, ?, 1%
- Cn1c(SCc2cccc(C#N)c2)nc2ccccc2c1=O
 : ?, ?, -11%
- O=C(Cc1ccc([N+](=O)[O-])cc1)NCc1cccnc1
 : -6%, 0%, -6%
- O=C(N/N=C/c1c[nH]c2ccccc12)c1ccc(Cl)cc1
 : -25%, -5%, -17%
- CN(C(=O)COc1ccc(Cl)cc1Cl)C1(C)CCS(=O)(=O)C1 (centres undefined)
 : -22%, -6%, 1%
- COc1cc2sc3ccc(C#CC4(O)CCCCC4)cc3c(=O)c2cc1OC
 : 16µM*, ?, /
- O=C(CCN1C(=O)/C(=C/c2cccs2)SC1=S)Nc1ccc(O)cc1
 : ?, -21%, -6%
- O=c1oc2cc(Br)ccc2n1Cc1ccccc1
 : -23%, 31%[activator], -10%
- O=C(c1ccco1)N1CCC2(CC1)CCN(c1ccncc1)CC2
 : 21µM*, ?, 1%
- O=C(/C=C/c1ccccc1)c1c[nH]c2ccccc12
 : -1%, -20%, 1%
- COc1ccccc1-c1nnc(NC(C)=O)s1
 : -20%, -8%, -6%
- NC(=O)CCCSc1nc2ccccc2[nH]1
 : 18%, -18%, -2%
- CCn1c(-c2csc3ccccc23)n[nH]c1=S
 : ?, ?, 4%
- COc1ccc(OC)c(S(=O)(=O)N2CCC(C(=O)NC3CCCCC3)CC2)c1
 : 2%, 8%, -8%
- COc1ccc(C(=O)NC(=S)NNC(=O)Cc2cccs2)cc1
 : ?, ?, 0%
- CNNC(=S)Nc1cccc(C(F)(F)F)c1
 : 1%, 1%, -3%
- Nc1cc(N)nc(SCC(=O)N2CCCCC2)n1
 : 5%, 6%, -5%
- O=C(NCCCN1CCCCCC1)c1cc2c(=O)oc3ccccc3c2s1
 : ?, -8%, -5%
- O=C(C1CCN(S(=O)(=O)c2ccc(Br)s2)CC1)N1CCCCC1
 : 21µM*, ?, -2%
- CCOc1ccccc1-n1cnc2cc(C(=O)NCc3ccco3)ccc21
 : ?, ?, 9%
- Cc1csc(=Nc2ccccc2)n1Cc1ccco1
 : ?, -7%, -5%
- N#CCCN1CCN(C2=NC(=O)C(=C3CCCCC3)S2)CC1
 : -12%, -15%, 3%
- CN(C)S(=O)(=O)c1cccc(C(=O)Nc2ccc(N3CCOCC3)cc2)c1
 : -16%, -25%, -4%
- Cc1ccc2c(c1)C(O)(CC(=O)c1ccc(C)s1)C(=O)N2 (centres undefined)
 : 20%, -2%, 3%
- Cc1cc(C)nc(N/N=C2/CCCC/C2=C\c2ccccc2)n1
 : 1.2µM*, 2.1µM*, -6%
- NNC(=O)CNC(=O)Nc1n[nH]c(=S)s1
 : -15%, -3%, /
- C/C(=C\C(=O)c1ccccc1)Nc1cccc(O)c1
 : -20%, 0%, -7%
- Cc1c(NC(=O)C(C)OC(=O)[C@@H](NC(=O)c2ccccc2)C(C)C)c(=O)n(-c2ccccc2)n1C (some centres undefined)
 : -10%, 0%, -9%
- O=[N+]([O-])c1ccccc1/C=N/NC1=NCCN1
 : -8%, 2%, /
- CCOc1ccccc1CNC(=O)c1ccc2nc(N3CCOCC3)sc2c1
 : ?, ?, -6%
- CC1=C(C(=O)Nc2ccc(Cl)cc2)C(c2ccncc2)C(C#N)=C(SCC(N)=O)N1 (centres undefined)
 : -1%, -21%, -1%
- COc1ccccc1/C=C/C=C1\Oc2c(ccc(O)c2CN(C)C)C1=O
 : ?, ?, -18%
- COCCN1CCn2c(nc3cc(NC(C)=O)ccc32)C1
 : 8%, 10%, -9%
- N#Cc1cn(N2CCCCC2)c(=O)[nH]c1=O
 : 3%, 4%, 0%
- COc1cc(C(=O)NCC(=O)N/N=C/c2cccs2)cc(OC)c1OC
 : 19%, 5%, 23%
- COc1ccc(CCNC(=O)CSc2nnc(CNC(=O)c3cc(OC)c(OC)c(OC)c3)o2)cc1OC
 : 30%, 4%, -21%
- CC1(C)CC2(CC(c3cccs3)c3cc(Cl)c(O)cc3O2)NC(=S)N1 (centres undefined)
 : 7.3µM*, 8.2µM*, -20%
- CCC(C)NCC(O)(c1ccc(Cl)cc1)c1ccc(Cl)cc1 (centres undefined)
 : 23µM*, 23µM*, -13%
- O=C(c1cnsn1)N1CCN(c2ccccn2)CC1
 : -21%, -16%, -12%
- CCc1ccccc1NC(=O)Nc1ccsc1C(=O)OC
 : 6%, 6%, -19%
- CC(=O)Nc1ccc(NC(=O)CN(C)CCC#N)cc1
 : -8%, 10%, 1%

Following part
Results follow in this order: TDP1 cell noCPT, TDP1 cell CPT, GCN5L2 inh
- CCCc1cc(=O)[nH]c(SCC(=O)N2CCOCC2)n1
 : -1%, 8%, 4%
- N#Cc1ccc(-c2nc3c4ccccc4ccn3c2CC2CCCCC2)cc1
 : -27%, -19%, /
- O=C(COc1ccccc1)NCCS(=O)(=O)N1CCN(c2ccccc2)CC1
 : ?, ?, 2%
- Cc1cc(C)cc(NC(=O)c2cccnc2)c1
 : -7%, 3%, -7%
- CC(=O)N1CCOc2ccc(S(=O)(=O)NC[C@H]3O[C@@H](n4cnc5c(N)ncnc54)[C@H](O)[C@@H]3O)cc21
 : -7%, -2%, 3%
- COc1cc(CCc2ccccc2)c(C(=O)O)c(O)c1CC=C(C)C
 : 18µM*, 23µM*, /
- Nc1cc(-c2ccc(Cl)cc2)nn1S(=O)(=O)c1ccc(Cl)cc1
 : ?, -19%, -6%
- Cc1ccc(NC2=CC(=O)CC(C)(C)C2)c(N)c1
 : -26%, -7%, -8%
- CCOP(=O)(CN(CC)C(=O)c1ccccc1Br)OCC
 : 1%, 13%, -8%
- CCc1ccc(NC(=O)N(C2CCCCC2)C(C)c2cccnc2)cc1 (centres undefined)
 : ?, -10%, -4%
- Cc1c(Cl)cnc(NC(=O)CSc2nncs2)c1Cl
 : -13%, -20%, -4%
- N#Cc1ccc(OCC(=O)NC2=NCCS2)cc1
 : ?, -1%, -14%
- CC1=CC(=O)C=C(C)C1=NOC(=O)c1cccc([N+](=O)[O-])c1
 : ?, 10µM*, 3%
- O=C(NCCN1CCN(c2ccccc2)CC1)C1CCN(S(=O)(=O)N2CCOCC2)CC1
 : -29%, ?, -16%
- Cc1ccccc1OCc1ccc(C(=O)N2CC(C)OC(C)C2)o1 (centres undefined)
 : ?, ?, -4%
- O=C1CC(N2CCN(C(c3ccccc3)c3ccccc3)CC2)C(=O)N1Cc1ccc(N2CCCC2=O)cc1 (centres undefined)
 : 9%, -4%, -9%
- CC(=O)Nc1cccc(C(=O)OC(C(=O)c2ccc(C)cc2)c2ccccc2)c1 (centres undefined)
 : ?, ?, -10%
- Cc1ccc(CN(C)C(=O)C2CCCN2C(=O)c2cccs2)o1 (centres undefined)
 : -2%, -35%, -1%
- COc1cc2c(-c3ccc4c(c3)OCO4)c(-c3ccsc3)oc(=O)c2cc1OC
 : ?, 16µM*, -6%
- CC(C)N(Cc1nc(-c2ccc(Cl)cc2)no1)C(=O)C(c1ccccc1)c1ccccc1
 : ?, ?, -7%

Individual results from the entries so far:
TDP1 cell CPT, `CCc1ccc(NC(=O)N(C2CCCCC2)C(C)c2cccnc2)cc1` (centres undefined) → -10%
GCN5L2 inh, `O=C(COc1ccccc1)NCCS(=O)(=O)N1CCN(c2ccccc2)CC1` → 2%

Whole records, quoted from the list.
COc1ccccc1-c1nnc(NC(C)=O)s1 across the screens: TDP1 cell noCPT: -20%; TDP1 cell CPT: -8%; GCN5L2 inh: -6%
O=C(C1CCN(S(=O)(=O)c2ccc(Br)s2)CC1)N1CCCCC1 across the screens: TDP1 cell noCPT: 21µM*; TDP1 cell CPT: ?; GCN5L2 inh: -2%

The listing continues:
Results follow in this order: TDP1 cell noCPT, TDP1 cell CPT, GCN5L2 inh
- Cc1cc(C)c(NC(=O)Cn2ccn(-c3cccc(Cl)c3)c(=O)c2=O)c(C)c1
 : ?, ?, -4%
- Cc1oc(/C=N/NC(=O)CN(c2ccccc2Br)S(C)(=O)=O)cc1Br
 : 3%, 7%, 1%
- Cc1c(Br)c([N+](=O)[O-])nn1CC(=O)NCc1ccccc1
 : ?, ?, 10%
- CCCCCCC(=O)Nc1cc2nc3c(nc2cc1C)c(=O)n(C)c(=O)n3C
 : 10%, 5%, -8%
- CCOc1ccc(NC(=O)Cc2ccc(NC(=O)N3CCCCc4ccccc43)cc2)cc1
 : 5.2µM*, 5.2µM*, 5%
- OCC1OC(n2cnc3c(Cl)nc(Cl)nc32)C(O)C1O (centres undefined)
 : ?, ?, 0%
- CCN(CC)CCCOC(=O)c1ccc(OC)cc1O
 : 4%, 2%, -5%
- CCOc1cc(/C=C/C(=O)O)ccc1OCCOc1ccccc1
 : -17%, -10%, -2%
- O=C(NCCCSc1ccccc1)c1cc(Br)ccc1O
 : ?, ?, -3%
- COC(=O)[C@]1(Cc2ccccc2)N[C@H](c2ccc(-c3cccc(Cl)c3)c(OC)c2)[C@@H]2C(=O)N(C)C(=O)[C@@H]21
 : 10µM*, 13µM*, /
- CCC1(C)NC(=O)N(CC(=O)Nc2sc3c(c2C(=O)OC)CCCCC3)C1=O (centres undefined)
 : ?, -21%, -5%
- COc1ccc(CN2CCN(Cc3cccc4nonc34)CC2CCO)c(C)c1C (centres undefined)
 : -23%, -23%, -3%
- COC(=O)N(C)C[C@H]1OCc2cnnn2CCCC(=O)N([C@@H](C)CO)C[C@@H]1C
 : 6%, 0%, /
- CCOC(=O)c1sc(NC(=O)c2ccccc2)cc1C
 : ?, ?, 7%[0.501 µM]
- Cn1c(=O)c2c(-c3ccccc3)n3c(c2n(C)c1=O)C(c1ccc([N+](=O)[O-])cc1)Nc1ccccc1-3 (centres undefined)
 : 15µM*, 16µM*, 0%
- COCCNC(=O)CSc1nc2ccccc2c(=O)n1CCC(=O)NCCc1ccc(OC)c(OC)c1
 : -7%, -5%, -11%
- CCCCN(CCCC)C(=O)c1cc2c(=O)n3cccc(C)c3nc2s1
 : ?, ?, -14%
- Cc1ccc(OCCC(=O)Nc2ccc(F)c(F)c2)cc1
 : ?, -25%, -2%
- CCCCCCOc1ccc(/C(N)=N/O)cc1
 : 21µM*, 16µM*, -7%
- NC(=O)c1ccccc1NC(=O)CS(=O)(=O)Cc1ccccc1
 : ?, ?, -2%
- Cc1nn(C)c(C(=O)NNC(=S)NC2CCCCC2)c1Br
 : 0%, 1%, 7%

An excerpt; the hit share may differ from the screen's.
